Compound activity: PubChem, National Center for Advancing Translational Sciences (NCATS)
MmCpn inh = Inhibitors of TCP-1 ring complex (TRiC) of Methanococcus maripaludis (MmCpn): qHTS | Potency, µM (doses to about 76.9 µM), inactives show at the top dose activity, negative = inhibition, usual class: inhibitors | 330,000 compounds, 0.031% hits | Chaperonin Mm-Cpn (Methanococcus maripaludis) | AID 504842, 2011 | purified Mm-Cpn ATPase, ADP Transcreener TR-FRET; note: potency is the fitted concentration of half-maximal effect; % is set by controls: 0 for no effect and ±100 for the full control effect; nearly all actives have a fitted effect of over 80% in size
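Inhibition of chaperonin ATP hydrolysis is measured as reduced ADP production, detected by competitive TR-FRET in which signal falls with ADP. Final enzyme 25 nM and ATP 10 uM, reacted 30 min at 37°C.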
A549 tox = Nrf2 qHTS screen for inhibitors: counterscreen for cytotoxicity; A549 ARE-Fluc cells, CellTiter-Fluor viability, 18-24 h; Potency, µM (titrated, usually from 46 µM), for the others: top-dose activity change, negative = cytotoxicity, hits mostly inhibitors; 390,000 compounds, 0.16% hits; AID 504648, 2011; note: potency is the fitted concentration of half-maximal effect; % is set by controls: 0 for no effect and ±100 for the full control effect
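Cytotoxicity counterscreen: CellTiter-Fluor fluorescence was measured in A549 ARE_Fluc cells after 18-24 h of compound exposure in a concentration series. The subsequent BugLite luminescent read reports ARE-luciferase activity.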
CCT chaperon mod = High-Throughput Screening for Modulators of Cytosolic Chaperonin Activity; activity change, % (no concentration beside the values), hits read low; AID 651819, 2012; purified chaperonin ATPase assay, HTRF ADP detection, 30 min; 360,000 compounds, 0.3% hits; in the data active = activity change below about -30%; note: % is set by controls: 0 for no effect and ±100 for the full control effect
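TRiC at 40 or 20 nM final (batch-dependent) in 30 mM Tris pH 7.4, 100 mM KCl, 5 mM MgCl2, 1 mM DTT, with compound at single 76 uM and 10 uM ATP, 30 min at 37 deg C. ADP detected by HTRF Transcreener, 665/615 ratio.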
Abeta rescue = qHTS for compounds that reverse cellular toxicity of Amyloid beta (A-beta) peptide in yeast: Primary Screen | yeast expressing A-beta42, growth rescue, OD600, 48 h; response scale: 0% DMSO, 100% iron-clioquinol control | Potency, µM (top dose mostly 46.1 µM), for the others: at the top dose growth rescue, most hits filed as activators | 410,000 compounds, 0.063% hits; note: potency is the fitted concentration of half-maximal effect; nearly all actives have a fitted effect of over 55% in size
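Yeast A-beta toxicity model in growth medium with pinned compounds, 48 h at 30 C; growth read as absorbance at 600 nm. Normalized to FeCl3/clioquinol equimolar mix (positive) and DMSO (negative).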
HepG2 viability = qHTS for Inhibitors of TGF-b: Cytotox Counterscreen | Potency, µM (top dose mostly 46.1 µM), without a hit: at the top dose activity change, negative = cytotoxicity, most hits filed as cytotoxic | 410,000 compounds, 0.76% hits | AID 588856, 2011 | HepG2 CAGA-GFP viability, ATP luminescence, 18 h; note: potency is the fitted concentration of half-maximal effect; some results filed as inactive show a strong effect at the top dose
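HepG2 CAGA-GFP cells (1000/well, DMEM with 1% FBS) received compound, then TGF-beta at 500 pg/mL final, and were incubated 18 hours at 37 degrees C. Viability was read by CellTiter-Glo luminescence. Media-only wells were set as complete cell-killing and DMSO as no toxicity.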
TGFb inhibitor = qHTS for Inhibitors of TGF-b | HepG2 CAGA-GFP TGF-b/SMAD3 reporter, GFP fluorescence, 18 h; TGF-beta stimulated, 500 pg/mL final | Potency, µM (series often up to 46.1 µM), without a hit: top-dose activity, negative = inhibition, most hits filed as inhibitors | 410,000 compounds, 1.2% hits; note: potency is the fitted concentration of half-maximal effect; % is set by controls: 0 for no effect and ±100 for the full control effect; nearly all actives have a fitted effect of over 65% in size
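Read-out: total well GFP (ex488/em500-530) summed from mean per-cell fluorescence. Cells: HEPG2 CAGA-GFP, 1% FBS DMEM, 18 h at 37 degrees C with 500 pg/mL final TGF-beta. Unstimulated wells served as the full-inhibition control; stimulated DMSO wells = 0%.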
Akt phos inh = HTS Assay for Inhibitors of Akt Phophorylation: Primary Screen; Neuro2A IGF-stimulated pAkt S473 HTRF, 20 min; hits give low values; activity change, % for hits at 50 µM; 360,000 compounds, 0.32% hits; AID 651550, 2012; in the data active = activity change below about -80%; inconclusive = mostly about -51% to -80%; note: % is set by controls: 0 for no effect and ±100 for the full control effect
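Single-point screen (50 µM final compound) in Neuro2A cells stimulated 20 min with 6 nM IGF at 37 deg C. After lysis, Ser473-phosphorylated Akt read by HTRF (ex 330 nm, em 615/665 nm) as the 665/615 ratio.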
Nrf2 block = Nrf2 qHTS screen for inhibitors | A549 ARE-Fluc reporter, luciferase luminescence, 18-24 h | Potency, µM (series often up to 46 µM), inactives show at the top dose activity change, negative = inhibition, actives largely listed as inhibitors | 360,000 compounds, 2.1% hits | AID 504444, 2011; note: potency is the fitted concentration of half-maximal effect; % is set by controls: 0 for no effect and ±100 for the full control effect; nearly all actives have a fitted effect of over 60% in size
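Nrf2 function is reported as luminescence of an ARE-controlled luciferase in A549 cells. Compounds were tested at several concentrations, and a CellTiter-Fluor read on the same wells flagged cytotoxicity.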
Nrf2 ARE act = qHTS of Nrf2 Activators | AREc32 ARE-luciferase reporter (MCF7-derived line), luminescence, 24 h | 410,000 compounds, 0.31% hits | AID 624171, 2012 | Potency, µM (highest dose often 46.1 µM), for inactives: at the top dose activation, most hits filed as activators; note: potency is the fitted concentration of half-maximal effect; % of control where 0% means no effect; nearly all actives have a fitted effect of over 65% in size
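ARE activation measured as luciferase luminescence (Steady-Glo, 30 min RT) in AREc32_Fluc cells after 24 hr compound exposure at 37 deg C, 5% CO2; cells seeded overnight at 1000/well in OPTI-MEM, 5% FBS.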
* marks the source's active call; other numbers are inactive results; i = inactive; ? = inconclusive; . = not tested or not shown; & = joins results of further samples; [ ] = remark or other dose. Unless noted, calls come from the whole dose curve; as a rule, active = well fitted curve in the direction sought with a large enough effect; inconclusive = small, poorly fitted or top-dose-only effect, or another doubt; inactive = no such curve, though single readings can be large; an effect the other way counts as inactive or inconclusive.

SMILES	MmCpn inh	A549 tox	CCT chaperon mod	Abeta rescue	HepG2 viability	TGFb inhibitor	Akt phos inh	Nrf2 block	Nrf2 ARE act
CCOc1cc(CNc2ccc3c(c2)OCCO3)cc(Br)c1OCC	-11%	-20%	-1.3	-31%[inhibitor]	-12%	?	i	4%	0.1%
COc1ccc(-c2nc(CN3CCN(c4cc(C)nc(C)c4)CC3)c(C)o2)c2ccccc12	2%	-1%	1.3	-4%	-92%	?	i	-1%	5.5%
O=C(CCNS(=O)(=O)c1ccc(Br)cc1)NCCCSc1ccccc1	1%	2%	-0.5	-1%	-20%	-28%	i	7%	0.4%
COc1cccc(S(=O)(=O)NCC(=O)N2CCCCCC2)c1	-2%	-1%	-13	8%	-22%	-5%	i	-18%	-0.4%
COc1ccc(C)cc1N(C)C(=O)c1coc(=O)c2ccccc12	0%	-7%	-2.3	-26%	-9%	0%	?	-7%	0.2%
CCOc1ccc(C(=O)Nc2ccc(Cc3ccncc3)cc2)cc1Br	0%	?	1.6	5%	-25%	-30%	i	15µM*	2.6%
Cc1ccc(NC(=O)c2cccnc2C(=O)Nc2ccc(C)cc2)cc1	1%	13%	-1.2	-6%	-11%	-11%	i	9%	-0.7%
CC1(C(=O)NS(=O)(=O)c2cccc(F)c2)CCN1C(=O)Cc1ccccc1 (stereo unspecified)	.	.	-0.4	-1%	12%	5%	i	.	-0.1%
O=C(NNc1ccccc1)C(=O)NNc1ccccc1	.	7%	-1.3	13%	-1%	-8%	i	-7%	2.4%
CCCCOP(=O)(OCCCC)C1(C)CC(=O)CC(C)(C)C1 (stereo unspecified)	.	-15%	-1.3	7%	3%	14%	i	-18%	0.5%
COc1ccc(NC(=O)CN2C(=O)C3(SCC(=O)N3c3cccc(OC)c3)c3ccccc32)cc1 (stereo unspecified)	.	-7%	.	-10%	-8%	-15%	.	19%	-0.4%
COc1ccc(C(CNC(=O)c2oc3ccc(C)cc3c2C)N2CCCCC2)cc1 (stereo unspecified)	0%	-15%	-1.9	1%	4%	23%	i	-9%	-0.5%
CC(C)C[C@@H]1NC(=O)N(CCN2CCOCC2)C1=O	2%	-3%	0.7	0%	-2%	?	i	-4%	-0.8%
O=C(Cc1ccc(S(=O)(=O)N2CCOCC2)s1)NCC1CCCCC1	?	-1%	-1.0	-10%	-8%	-2%	i	11%	2.2%
O=C(CN1CCCCCC1)Nc1cc([N+](=O)[O-])ccc1Cl	0%	-8%	-3.0	1%	-5%	3%	i	-1%	0.2%

8 entries from above, with values under each structure:
Every second line gives: MmCpn inh | A549 tox | CCT chaperon mod | Abeta rescue | HepG2 viability | TGFb inhibitor | Akt phos inh | Nrf2 block | Nrf2 ARE act
- CCOc1cc(CNc2ccc3c(c2)OCCO3)cc(Br)c1OCC
    -11% | -20% | -1.3 | -31%[inhibitor] | -12% | ? | i | 4% | 0.1%
- COc1ccc(-c2nc(CN3CCN(c4cc(C)nc(C)c4)CC3)c(C)o2)c2ccccc12
    2% | -1% | 1.3 | -4% | -92% | ? | i | -1% | 5.5%
- O=C(CCNS(=O)(=O)c1ccc(Br)cc1)NCCCSc1ccccc1
    1% | 2% | -0.5 | -1% | -20% | -28% | i | 7% | 0.4%
- COc1cccc(S(=O)(=O)NCC(=O)N2CCCCCC2)c1
    -2% | -1% | -13 | 8% | -22% | -5% | i | -18% | -0.4%
- COc1ccc(C)cc1N(C)C(=O)c1coc(=O)c2ccccc12
    0% | -7% | -2.3 | -26% | -9% | 0% | ? | -7% | 0.2%
- CCOc1ccc(C(=O)Nc2ccc(Cc3ccncc3)cc2)cc1Br
    0% | ? | 1.6 | 5% | -25% | -30% | i | 15µM* | 2.6%
- Cc1ccc(NC(=O)c2cccnc2C(=O)Nc2ccc(C)cc2)cc1
    1% | 13% | -1.2 | -6% | -11% | -11% | i | 9% | -0.7%
- CC1(C(=O)NS(=O)(=O)c2cccc(F)c2)CCN1C(=O)Cc1ccccc1 (stereo unspecified)
    . | . | -0.4 | -1% | 12% | 5% | i | . | -0.1%

(further entries)
SMILES	MmCpn inh	A549 tox	CCT chaperon mod	Abeta rescue	HepG2 viability	TGFb inhibitor	Akt phos inh	Nrf2 block	Nrf2 ARE act
CCOc1ccccc1N1CCN(C(=O)C(F)(F)F)CC1	-3%	-9%	0.8	15%	22%	-5%	i	-8%	0.4%
CC1(C(=O)NC2CCc3ccccc32)CCN1CCc1ccccc1 (stereo unspecified)	.	.	0.0	1%	-72%	-17%	i	.	0.6%
CCN(Cc1ccc(Br)s1)C(=O)CSc1nnc(C2CC2)n1C1CC1	.	.	2.6	-3%	-15%	-1%	i	.	0.0%
CC1CCC(N2CC(=O)N(Cc3ccc4c(c3)OCO4)C(c3ccc(F)cc3)C2=O)CC1 (stereo unspecified)	1%	-21%	-2.6	18%	-10%	-4%	i	?	0.0%
CC1(c2ccc(Cl)cc2Cl)NC(=O)N(CC(=O)Nc2ccc3[nH]c(=O)[nH]c3c2)C1=O (stereo unspecified)	-4%	-10%	2.1	17%	-1%	-4%	i	?	-0.5%
COc1ccc(/C=C/C(=O)c2ccc(NC(=O)c3cccs3)cc2)cc1OC	-8%	-19%	-2.4	-20%	-41%	0%	i	-17%	?
CCn1cc(C(=O)NCCc2ccc(C)cc2)c(=O)c2cc(S(=O)(=O)N3CCC(C)CC3)ccc21	.	8%	.	-5%	-14%	-19%	.	3%	-0.1%
COc1cccc(CNS(=O)(=O)c2ccc3c(c2)CCN3C(=O)C2CC2)c1	-4%	-4%	1.5	-5%	-1%	-28%	i	-22%	2.2%
CC1=C(C(=O)N2CCOCC2)CC(CC(=O)NC2CCCCC2)C(=O)N1Cc1ccc(C(C)(C)C)cc1 (stereo unspecified)	.	.	-3.4	-13%	-56%	-12%	i	.	3.8%
CCOC(=O)Nc1ccc(S(=O)(=O)Nc2onc(C)c2C)cc1	.	-6%	0.6	1%	-13%	-16%	i	-14%	0.0%
CCOC(=O)c1c2ccc(OCC(=O)NN)cc2n2ccccc12	-6%	?	-0.1	-8%	-33%	-17%	i	3%	-0.2%
COc1cc(OC)cc(C(=O)Nc2ccccc2C(=O)NCc2cccnc2)c1	-1%	29%	-1.3	5%	-5%	14%	i	4%	1.9%
CNC(=S)N1C2CCC1CC(NC(=O)NC13CC4CC(CC(C4)C1)C3)C2 (stereo unspecified)	1%	2%	3.9	0%	1%	-8%	i	11%	0.3%
Cc1cc(C)c(S(=O)(=O)N2CCN(C(=O)N(C)C)CC2)c(C)c1	0%	1%	0.4	-14%	0%	-3%	i	-12%	-0.2%
O=C(CSc1ncc(-c2ccccc2)[nH]1)Nc1cccc(C(F)(F)F)c1	.	2%	.	19%	-73%	?	.	11%	5.8%

Compound profiles, as listed above. Values in the order: MmCpn inh, A549 tox, CCT chaperon mod, Abeta rescue, HepG2 viability, TGFb inhibitor, Akt phos inh, Nrf2 block, Nrf2 ARE act
COc1cccc(CNS(=O)(=O)c2ccc3c(c2)CCN3C(=O)C2CC2)c1 as listed: -4%, -4%, 1.5, -5%, -1%, -28%, i, -22%, 2.2%
Cc1cc(C)c(S(=O)(=O)N2CCN(C(=O)N(C)C)CC2)c(C)c1 as listed: 0%, 1%, 0.4, -14%, 0%, -3%, i, -12%, -0.2%

Additional structures follow.
SMILES	MmCpn inh	A549 tox	CCT chaperon mod	Abeta rescue	HepG2 viability	TGFb inhibitor	Akt phos inh	Nrf2 block	Nrf2 ARE act
S=C(Nc1ccc2c(c1)OCCO2)Nc1ccc2c(c1)OCO2	0%	-1%	-0.1	1%	-9%	8%	i	8%	6.8%
O=C(C[n+]1ccccc1)N/N=C/c1ccco1	1%	6%	2.6	-18%	2%	-1%	i	0%	0.1%
CCC(C)OC(=O)/C(C#N)=C\c1ccc(-c2cccc(C(F)(F)F)c2)o1 (stereo unspecified)	.	0%	.	-8%	3%	3%	.	7%	29%
CCC1(CC)C(=O)C2=C3C1[C@H](C(=O)OC)C=C(C(=O)OC)C[C@H]3[C@H]1C(=O)NC(=O)[C@H]1[C@H]2C (stereo partly specified)	.	-5%&-1%	-0.4	2%	-1%&-3%	-5%&3%	i	9%&3%	0.7%
O=C(COc1ccc(S(=O)(=O)N2CCCC2)cc1)NCCC1=CCCCC1	0%	2%	-5.7	12%	-18%	?	i	-18%	0.3%
CCCn1c(CCC(=O)Nc2cc(C(=O)OC)cc(C(=O)OC)c2)nc2cccnc21	.	3%	.	-14%	-2%	2%	.	-25%	0.2%
O=c1[nH]c(SCc2ccccc2)nnc1-c1ccccc1	-6%	-2%	-2.9	11%	3%	0%	i	14%	-0.8%
O=C(Nc1ccccn1)c1ccc2c(=O)n3c(nc2c1)CCCCC3	1%	-1%	-2.7	14%	-23%	2%	i	?	15%
CC(=O)Nc1ccc(S(=O)(=O)N=S(C)C)cc1	-2%&-2%	4%	-6.4	24%	-1%	16%	i	-6%	-0.7%
Cc1c(CCC(=O)NCCc2ccccc2)c(=O)oc2cc(O)ccc12	.	3%	.	-15%	-7%	33%[activator]	.	-9%	0.0%

No enrichment for hits, and some 4.3% of all compounds hit somewhere here.
